GPR151 ag: activates the human receptor GPR151 | Q8TDV0 | PathHunter beta-arrestin GPR151 cells, luminescence | activation, % at 11.2 µM | actives 1% (n = 650,000); in the data active = activation above about 4.9%;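 also: 0% = median of compound wells and 100% = cells with positive control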
Target sequence (Q8TDV0 whole entry, looked up): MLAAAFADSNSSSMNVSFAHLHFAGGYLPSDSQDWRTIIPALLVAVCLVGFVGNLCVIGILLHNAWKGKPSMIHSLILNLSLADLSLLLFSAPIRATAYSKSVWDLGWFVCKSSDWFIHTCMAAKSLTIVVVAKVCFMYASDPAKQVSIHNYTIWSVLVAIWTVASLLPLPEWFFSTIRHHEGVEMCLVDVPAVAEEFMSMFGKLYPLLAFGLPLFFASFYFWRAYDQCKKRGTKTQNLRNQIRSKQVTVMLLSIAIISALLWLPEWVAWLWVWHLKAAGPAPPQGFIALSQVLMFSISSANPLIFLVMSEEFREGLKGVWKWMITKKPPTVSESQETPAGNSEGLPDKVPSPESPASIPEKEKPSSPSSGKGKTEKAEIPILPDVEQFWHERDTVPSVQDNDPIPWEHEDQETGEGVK
MITF primary: human MITF inhibition, primary screen; O75030; AlphaScreen MITF homodimerization, bead proximity signal; inhibition, % at 2.6 µM; actives 0.91% (n = 650,000); AID 1259374; in the data active = inhibition above about 50%;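 also: 0% = vehicle wells with protein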
Target sequence (O75030 whole entry, looked up): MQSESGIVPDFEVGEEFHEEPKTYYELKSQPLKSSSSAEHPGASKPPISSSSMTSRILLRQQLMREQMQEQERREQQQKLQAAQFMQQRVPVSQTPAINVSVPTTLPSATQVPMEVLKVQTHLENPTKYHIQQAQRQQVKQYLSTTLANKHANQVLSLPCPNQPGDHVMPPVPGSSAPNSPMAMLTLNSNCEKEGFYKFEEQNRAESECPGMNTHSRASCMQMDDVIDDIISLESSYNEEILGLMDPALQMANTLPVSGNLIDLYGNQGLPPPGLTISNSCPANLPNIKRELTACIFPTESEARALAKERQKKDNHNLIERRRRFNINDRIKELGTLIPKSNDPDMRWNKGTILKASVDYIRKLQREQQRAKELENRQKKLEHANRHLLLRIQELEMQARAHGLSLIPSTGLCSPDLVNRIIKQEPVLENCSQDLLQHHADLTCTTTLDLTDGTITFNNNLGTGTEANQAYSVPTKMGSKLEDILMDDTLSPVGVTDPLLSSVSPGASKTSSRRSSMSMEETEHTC
FBW7 activator: activators of human E3 ligase FBW7; actives 0.13% (n = 650,000); AlphaScreen FBW7–phospho-cyclin E peptide binding, activator screen; normalized activity (activation), % at 26.1 µM; in the data active = normalized activity above about 1.9%;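 also: purified mutant Fbw7 with reduced substrate affinity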
TEAD-YAP inh: TEAD-YAP interaction inhibition; HEK-TIYL cells, TEAD-Gal4/YAP UAS-luciferase luminescence; inhibition, % at 9.12 µM; actives 1.4% (n = 640,000); AID 1259422; in the data active = inhibition above about 32%;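 also: 0% = median of test compound wells and 100% = reference inhibitor wells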
Starred values were filed as active, the others as inactive; & = joins results of further samples.

canonical_smiles,GPR151 ag,MITF primary,FBW7 activator,TEAD-YAP inh
CC(C)(C)c1nnc(NC(=O)c2ccc([N+](=O)[O-])cc2[N+](=O)[O-])s1,-0.3,7,1.1,-25
O=C(Nc1nc2ccccc2s1)C1CC1,-2.9,-1,0.0,-58
C=CCOC(=O)C1=C(C)NC(SCC(=O)Nc2cccc(C(C)=O)c2)=C(C#N)C1c1cccs1 (stereo unspecified),0.2,-13,-0.3,4
Cc1ccc(S(=O)(=O)CCN2CCN(C)CC2)cc1,3.0,1,-0.1,0
COc1ccc(N2CC(C(=O)Nc3ccccc3I)CC2=O)cc1 (stereo unspecified),0.8,-4,0.8,6
CCc1c(C)[nH]n(-c2ccc(C)c(C)c2)c1=O,-0.3,10,0.3,-26
O=C(Nc1nc(-c2cc3ccccc3oc2=O)cs1)c1cccc(N2C(=O)CCC2=O)c1,-2.0,8,-0.1,-3
C=C(C)CC(NCc1ccccc1)c1ccco1 (stereo unspecified),-1.1,38,-0.1,2
CCN(CC)S(=O)(=O)c1cccc(-c2nc3n(n2)Cc2ccccc2-3)c1,-2.3,-4,-0.2,-13
O=C(Nc1ccc(Cl)c(Cl)c1)N1CCN(c2ccc([N+](=O)[O-])cc2)CC1,2.3,-4,0.0,1
CCCCC1CN(CCNC(=O)c2cnc(C)cn2)Cc2ccccc2O1 (stereo unspecified),-0.8,-4,-0.1,3
COc1ccc(-n2nc3cc(C)c(NC(=O)COc4ccccc4C)cc3n2)cc1,-0.8,22,-0.2,-1
O=C(NCC1CCCN(Cc2ccc3c(c2)OCCO3)C1)c1ccc2c(c1)OCO2 (stereo unspecified),0.0,-9,-0.2,1
Cc1c(C(=O)NCc2cccs2)sc2ncn(C)c(=O)c12,-0.2,-2,-0.1,0
O=C(/C=C/c1ccc([N+](=O)[O-])cc1)NC1CC1,-0.1,2,0.1,-31

More records follow:
canonical_smiles,GPR151 ag,MITF primary,FBW7 activator,TEAD-YAP inh
O=C(NCc1ccccc1Cl)C(=O)NCC(c1ccco1)N1CCOCC1 (stereo unspecified),2.4,7,0.0,0
O=C(O)c1ccc2c(c1)C(=O)N(NC(=O)c1ccncc1)C2=O,0.4,-2,-0.1,-5
C/C(=C(/C#N)Sc1ccccc1[N+](=O)[O-])N1CCOCC1,-1.2,2,-0.2,-4
Cc1cc(C)nc(Nc2ccc(C(F)(F)F)cc2)n1,-0.7,4,0.5,-6
C=CCn1c(COc2ccc(OC)cc2)n[nH]c1=S,1.0,5,0.1,-7
CCOc1ccc(C(=S)N2CCN(CC)CC2)cc1OC,-0.1,1,-0.1,-5
c1ccc(CN2CCC(Nc3nc(Nc4nccc5ccccc45)nc4c3ncn4-c3ccsc3)CC2)cc1,2.3,20,0.7,-2
COc1cccc(Cn2c(-c3ccc(Cl)cc3)noc2=O)c1,0.3,4,0.1,7
CCc1ccccc1-n1c(SCc2cccc(Br)c2)nc2[nH]ncc2c1=O,-0.8,-11,0.0,-12
Cc1[nH]n(-c2ccc([N+](=O)[O-])cc2)c(=O)c1C=NCCN1CCN(C(=O)C(C)C)CC1,-8.0,16,0.4,4
CCCSc1nnc(NC(=O)c2cccs2)s1,-0.7,9,0.0,-30
CCC(=O)Nc1nc2nc(C(C)(C)C)cc(=O)n2[nH]1,-1.0,17,0.0,-2
Cc1cc(-c2cnc(N3CCCCC3)nc2C2CCN(C(=O)c3cn[nH]c3C)CC2)on1,1.3,0,-0.1,-9
CC(C)CCNC(=O)CN(CCCO)C(=O)Cn1nnc(-c2ccc(F)cc2)n1,0.9,-4,-0.1,-6
N#Cc1c(N)nc(SCC(=O)Nc2ncc(Br)cc2Br)c(C#N)c1-c1ccccc1,-0.3,12,0.1,-21

Next section
canonical_smiles,GPR151 ag,MITF primary,FBW7 activator,TEAD-YAP inh
Cc1cccc(NC(=O)Cc2ccc(Br)cc2)n1,-1.5,10,0.4,-42
O=S(=O)(Cc1ccccc1)N1CCn2c(nc3ccccc32)C1,0.3,8,-0.1,7
CN(C)c1ccc(C2Nc3ccccc3-c3nnc(SCc4ccccc4)nc3O2)cc1 (stereo unspecified),0.9,-3,0.1,-2
CCN(CC)C(=O)CSc1nnc(COc2ccc(OC)cc2)n1N,0.5,-16,-0.1,1
CC(CNC(=O)c1ccc(Cl)cc1)NC(=O)c1ccc(Cl)cc1 (stereo unspecified),-0.4,2,0.6,26
NC(=O)NC(c1ccccc1)c1coc2ccccc12 (stereo unspecified),-1.3,-13,-0.1,-1
COc1ccc(Cl)cc1C(=O)N/C(=C\c1cccc([N+](=O)[O-])c1)C(=O)Nc1ccc(F)cc1,-1.8,2,0.0,4
COc1cc(OC)cc(-c2nc3cnccn3c2NCc2ccc3c(c2)OCO3)c1,-0.6,-14,0.1,-5
COCCN(C(=O)CCc1nnc(CCc2ccc(OC)cc2)o1)C(C)C,-0.8,8,0.0,-49
Cc1ccc(CNC(=O)C2CCN(C(=O)Cc3ccccc3)CC2)cc1,3.8,-25,0.4,-4
C[C@@H](O)[C@@H]1NC(=O)[C@@H]2C[C@H](NCc3nc(-c4ccccc4)cs3)CN2C1=O,2.7,14,0.1,1
CCc1ccccc1NC(=O)CN(c1ccc(Cl)c(Cl)c1)S(C)(=O)=O,-2.1,15,0.4,8
Cc1nc(NCc2ccncc2)cc(-c2cncc(Br)c2)n1,0.3,2,0.0,-40
O=C(c1ccc2cncc(-c3ccccc3)c2n1)N1CCCCC1,-1.0,-16,-1.0,50*
CCOc1ccc(-c2nnc(OC)c3ccccc23)cc1,-0.4,-4,-0.1,-10

Other results follow.
canonical_smiles,GPR151 ag,MITF primary,FBW7 activator,TEAD-YAP inh
C[C@H]1[C@H]2CCC3[C@@H]4CC=C5C[C@@H](N(C)C)CC[C@]5(C)C4CC[C@@]32CN1C (stereo partly specified),-0.4&-0.5,6&4,0.2&0.8,1&-1
COc1nc(Nc2ccc(N3CCOCC3)cc2)nc(-c2ccc(N3CCOCC3)nc2)n1,4.2,6,0.6,-13
FC(F)(F)c1cccc(-c2cc(NCCCn3ccnc3)nc(-c3ccncc3)n2)c1,-1.1,34,-0.7,8
CC(C)=Cc1oc2ccccc2c1N1CCCCC1,0.7,-3,0.0,9
O=S(=O)(c1ccc(-c2ccccc2)cc1)N1CCCC1,-0.9,8,0.0,-8
CNS(=O)(=O)c1cccc(C(=O)OCCCC(=O)c2ccccc2)c1,-0.6,-5,0.2,4
CCCCc1ccc(-n2nc3ccc(NC(=S)NC(=O)c4cc5ccccc5o4)cc3n2)cc1,3.2,-13,0.2,-4
C/C(CC(=O)Nc1ccc(F)cc1)=N\NC(=O)C(=O)NCCO,-0.5,-14,-0.1,-6
Brc1cc(-c2ccccc2)ccc1OCc1cn2cccnc2n1,1.3,-5,-0.2,-83
CCOCCCNc1c(C)c(C)nc2cc(-c3ccc(OC)c(OC)c3)nn12,0.7,0,-0.1,-17
CCS(=O)(=O)N1CCN(Cc2cccc(Cl)c2)CC1,1.7,59*,0.0,-9
CCOC(=O)c1nnn(CC(=O)Nc2cc(Cl)ccc2C)c1C(=O)OCC,-0.3,1,0.0,-2
COc1cccc(C(=O)Nn2c(Cc3cccs3)nc3ccccc3c2=O)c1OC,4.7,2,-0.1,-8
O=[N+]([O-])c1ccc(S(=O)(=O)N=Nc2c(O)[nH]c3ccccc23)cc1,1.1,-2,0.0,6
COc1ccc(NC2=C(NCCO)C(=O)c3ccccc3C2=O)cc1,-2.7,20,-0.2,-30

Five compounds from above, showing only TEAD-YAP inh and FBW7 activator:
Compound | TEAD-YAP inh | FBW7 activator
Cc1ccc(CNC(=O)C2CCN(C(=O)Cc3ccccc3)CC2)cc1 | -4 | 0.4
C[C@@H](O)[C@@H]1NC(=O)[C@@H]2C[C@H](NCc3nc(-c4ccccc4)cs3)CN2C1=O | 1 | 0.1
CCc1ccccc1NC(=O)CN(c1ccc(Cl)c(Cl)c1)S(C)(=O)=O | 8 | 0.4
Cc1nc(NCc2ccncc2)cc(-c2cncc(Br)c2)n1 | -40 | 0.0
O=C(c1ccc2cncc(-c3ccccc3)c2n1)N1CCCCC1 | 50* | -1.0

More records.
canonical_smiles,GPR151 ag,MITF primary,FBW7 activator,TEAD-YAP inh
Cc1cnc(Oc2ccccc2)nc1NCc1ccccc1,0.7,5,0.0,-2
CC1Cc2c(NC(=O)Cc3ccccc3)nn(C)c2NC1=O (stereo unspecified),0.8,-9,-0.3,-2
COc1ccc(C(=O)NC(=S)N2CCOCC2)cc1[N+](=O)[O-],-0.8,15,0.4,-8
O=C(Cc1ccccc1F)Nc1ccc2c(c1)CN(C(=O)c1ccoc1)CC2,2.7,-3,-0.1,-3
COc1ccc(S(=O)(=O)N2CCN(C3CC(=O)N(CCC(C)C)C3=O)CC2)cc1 (stereo unspecified),0.6,-8,-0.1,2
CCOC(=O)c1ccc(CN(Cc2ccc(C)cc2)S(=O)(=O)c2ccc3c(c2)OCCO3)cc1,-2.5,-2,0.1,-6
CN(C)S(=O)(=O)N1CCN(C(=O)N2CCCCCC2)CC1,-0.1,9,0.1,-7
COc1ccc(-c2nnc3ccc4ccccc4n23)c(OC)c1,0.1,-3,-0.2,5
CC(=O)CC(C)(C)S(=O)(=O)c1ccc(Cl)c(Cl)c1,-0.4,14,0.3,11
CC(NC(=O)c1ccc2nc(N3CCOCC3)sc2c1)C12CC3CC(CC(C3)C1)C2 (stereo unspecified),0.0,-9,-0.1,-17
CCCOc1ccc(N2C(=O)CC(N3CCC(O)(c4ccc(Br)cc4)CC3)C2=O)cc1 (stereo unspecified),0.7,19,0.5,8
CCc1ccc(NC(=O)/C(C#N)=C\c2ccc(I)o2)cc1,-0.8,-12,-0.2,-24
C=CCn1c(SCC(=O)NCc2ccco2)nc2sc(CC)cc2c1=O,3.6,1,-0.1,6
N#Cc1ccccc1OCC(=O)NNC(=O)CNC(=O)c1cccc(Br)c1,-0.1,13,0.2,4
CCSCCOC(=O)C1=C(C)NC2=C(C(=O)CC(c3cccs3)C2)C1c1ccsc1 (stereo unspecified),0.0,5,0.2,2

(list continues)
canonical_smiles,GPR151 ag,MITF primary,FBW7 activator,TEAD-YAP inh
O=C1CCCc2nn(-c3ccccc3)c(-c3ccc(Br)cc3)c21,0.7,1,-0.1,8
CC1CCN(c2nnc(-c3cccs3)c3ccccc23)CC1,2.8,12,-0.2,-10
CC1C(=O)N2CCCc3cc(S(=O)(=O)Nc4ccc(Br)cc4F)cc1c32 (stereo unspecified),0.8,5,-0.1,-4
COCCN(C(=O)c1ccccc1)C(C)c1ccc(S(C)(=O)=O)cc1 (stereo unspecified),0.6,10,0.2,-4
CCOc1ccccc1NC(=O)C1C2C=CC(C2)C1C(=O)O (stereo unspecified),-0.8,11,0.8,6
Cc1cc(OC(=O)c2cc(Cl)ccc2[N+](=O)[O-])c([N+](=O)[O-])c(=O)[nH]1,-2.0,-3,-0.1,-4
Cc1nc2sccn2c(=O)c1C(=O)NCc1ccccc1C(F)(F)F,-0.6,11,0.1,1
CN1CCN(C(CC(=O)Nc2cccc(Cl)c2)C(=O)O)CC1 (stereo unspecified),0.2,3,-0.1,-1
N#C/C(=C\c1cn(CCOc2ccccc2)c2ccccc12)C(=O)NCC1CCCO1 (stereo unspecified),-1.8,19,1.0,10
CC1Cc2ccccc2N1CC(=O)Nc1sccc1C#N (stereo unspecified),0.1,-8,-0.3,29
CN1CCN(C(=O)c2ccc(Cl)cc2[N+](=O)[O-])CC1,-0.3,8,-0.2,0
Nc1cc(S(=O)(=O)N2CCCCCC2)ccc1OCC(F)(F)F,0.4,9,0.1,2
CCSc1ccc(CC(=O)Nc2nc(-c3ccccc3)c(C(C)=O)s2)cc1,-1.3,-5,-0.3,9
Cc1ccc2oc(=O)c3cnn(CC(=O)N4CC=C(c5ccccc5)CC4)c3c2c1,1.0,15,1.7,-7
CC(/C=N/Nc1ncc(C)c(=O)[nH]1)=C\c1ccccc1,0.7,-2,-0.2,9

Continuation:
canonical_smiles,GPR151 ag,MITF primary,FBW7 activator,TEAD-YAP inh
Cn1ncc2c(NCCO)nc(N3CCN(c4ccc(F)cc4)CC3)nc21,-0.5,6,-0.1,-4
C=CCNC(=O)CN1CCN(c2cccc(C)c2C)CC1,0.5,-17,-0.2,-5
COc1ccccc1N1CCN(Cc2cc(COC(C)C)c3cccnc3c2O)CC1,1.2,82*,-1.2,35*
N#Cc1cc(NCc2ccco2)c([N+](=O)[O-])cc1C#N,-1.3,6,0.0,-1
COc1ccc(CC(=O)Nc2c3c(nn2-c2ccccc2C)CSC3)cc1OC,-0.2,-11,0.1,-7
CC1CCCCN1c1ncnc2c(-c3ccc([N+](=O)[O-])cc3)nsc12 (stereo unspecified),1.2,-1,-0.1,-10
COc1ccc(C2(O)CN(c3cc(OC)ccc3OC)C3=[N+]2CCCS3)c(F)c1 (stereo unspecified),2.1,-31,-0.1,16
O=C(CSc1nnc(NC(=O)C2CCCCC2)s1)Nc1ccc2c(c1)OCO2,3.5,0,-0.1,-2
CCOC(=O)C(C)n1cnc2c(nnn2Cc2ccc(Cl)cc2)c1=O (stereo unspecified),0.6,-7,0.0,-1
Cn1c(SCC(=O)NCc2ccccc2)nnc1-c1ccccc1N,-0.4,2,-0.1,7

Record cards, from the list above. Screens in order: GPR151 ag	MITF primary	FBW7 activator	TEAD-YAP inh
Shown for N#Cc1cc(NCc2ccco2)c([N+](=O)[O-])cc1C#N = -1.3	6	0.0	-1
Shown for CC1CCCCN1c1ncnc2c(-c3ccc([N+](=O)[O-])cc3)nsc12 (stereo unspecified) = 1.2	-1	-0.1	-10
Shown for O=C(CSc1nnc(NC(=O)C2CCCCC2)s1)Nc1ccc2c(c1)OCO2 = 3.5	0	-0.1	-2
Shown for C=CCNC(=O)CN1CCN(c2cccc(C)c2C)CC1 = 0.5	-17	-0.2	-5

Compound activity from PubChem.
